Bioassay records deposited in PubChem by several laboratories.
Shn3 inh set2: inhibitors of Schnurri-3 3'UTR reporter in osteoblasts; Clone20 osteoblast Shn3 3'UTR firefly luciferase, 24 h; inhibition, % at 12.5 µM; 360,000 tested, 0.52% active; AID 588674;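 active = mean inhibition of at least 75% with every replicate also reaching 75%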;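 also: 0% = median of neutral control wells and 100% = pilot-screen positive control compound; some compounds past the cut are filed as inactive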
Vif imaging: blocks HIV Vif function | 340,000 tested, 0.35% active | HEK293T cells, Vif self-association by quenched fluorescence, imaging, 24 h | inhibition, % at 7.49 µM | AID 602346; in the data active = inhibition above about 50%, passing the limit was not always enough; also: some results filed as inactive read as strong as hits
NR2E3 ag-1: activates human NR2E3 receptor; 360,000 tested, 0.35% active; CHO-S Gal4-NCOR/VP16-NR2E3 two-hybrid, luciferase; AID 602229; inhibition of corepressor binding, % at 3.98 µM;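 active = inhibition above the mean of all tested compounds plus 3 SD, cut at about 70% in these data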;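 also: 0% = DMSO with NR2E3 transfected cells and 100% = cells lacking NR2E3 construct; higher means lower luciferase signal from less NR2E3 corepressor binding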
Target sequence (Q9Y5X4 whole entry, looked up, the tested form may be a part): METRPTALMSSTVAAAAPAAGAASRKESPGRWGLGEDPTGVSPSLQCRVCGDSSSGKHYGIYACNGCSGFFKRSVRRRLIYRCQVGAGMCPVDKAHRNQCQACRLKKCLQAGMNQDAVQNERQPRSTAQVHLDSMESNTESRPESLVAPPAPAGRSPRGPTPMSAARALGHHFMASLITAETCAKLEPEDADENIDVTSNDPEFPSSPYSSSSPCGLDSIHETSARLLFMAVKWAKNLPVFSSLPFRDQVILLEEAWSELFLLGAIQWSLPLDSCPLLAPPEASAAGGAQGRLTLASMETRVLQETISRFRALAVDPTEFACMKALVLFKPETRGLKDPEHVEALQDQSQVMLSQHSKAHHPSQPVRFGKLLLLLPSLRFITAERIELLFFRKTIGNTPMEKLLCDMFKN
CaV13 ICDI inh: Disruptors of the CACNA1D IQ motif to Ca2+-dependent inactivation inhibitor domain association, primary screening, Förster resonance energy transfer in intact living …; HEK cells, CFP/YFP FRET ICDI-IQ, plate reader, 10 min; percent FRET-ratio fall versus neutral wells; inhibition, % at 12.3 µM; 340,000 tested, 0.098% active; AID 743397;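 active = mean replicate inhibition of at least 30% and at least 1% of replicates passing that level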;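 also: 0% = median of the neutral control wells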
PDI turbidity: blocks human protein disulfide isomerase activity; P07237; PDI insulin aggregation turbidity, A650, 90 min; inhibition, % at 10 µM; 350,000 tested, 0.052% active;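 active = mean inhibition across replicates of 30% or more, whatever share of single replicates reach that level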;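 also: absorbance from insulin aggregation driven by PDI reduction with DTT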
Target sequence (P07237 whole entry, looked up): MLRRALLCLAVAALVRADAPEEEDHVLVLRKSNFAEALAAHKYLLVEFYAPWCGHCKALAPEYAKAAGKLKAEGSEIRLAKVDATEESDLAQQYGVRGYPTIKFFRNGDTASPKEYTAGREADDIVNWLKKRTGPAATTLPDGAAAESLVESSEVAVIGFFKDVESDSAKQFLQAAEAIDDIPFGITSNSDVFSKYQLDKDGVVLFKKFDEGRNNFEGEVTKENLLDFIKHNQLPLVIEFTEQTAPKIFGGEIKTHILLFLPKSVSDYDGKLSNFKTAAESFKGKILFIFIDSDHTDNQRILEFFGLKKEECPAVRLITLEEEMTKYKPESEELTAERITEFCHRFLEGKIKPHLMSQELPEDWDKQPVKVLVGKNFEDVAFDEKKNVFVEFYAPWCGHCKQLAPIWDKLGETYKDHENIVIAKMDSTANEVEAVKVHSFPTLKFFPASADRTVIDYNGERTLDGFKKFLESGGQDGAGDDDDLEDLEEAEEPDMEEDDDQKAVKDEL
NR2E3 ag-2: activates human photoreceptor nuclear receptor NR2E3; Q9Y5X4; GST-NR2E3/biotin-RetCOR TR-FRET, 1536-well; inhibition of corepressor binding, % at 4.78 µM; 320,000 tested, 0.12% active; AID 2300;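 active = percent inhibition above the cutoff of mean plus 3 SD of all tested compounds, set per screening campaign, cut at about 20% in these data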;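 also: 0% = DMSO wells and 100% = biotin wells as full block of FRET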
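System: GST-tagged NR2E3 plus biotinylated RetCOR corepressor; Buffer or medium: pH 7.5 Tris-based buffer; Probe or stimulus: RetCOR corepressor, biotinylated, 7 nM; Doses: compound at 4.8 µM, single dose; Schedule: 5 h incubation at 4 °C; Technique: time-resolved FRET; Evaluation: percent inhibition of TR-FRET ratio; Replication: one well per compound, singlicate testing.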
CF NFkB block: inhibitors of cystic fibrosis induced NF-kB; AID 588850; KKLEB NF-kB-GFP reporter, PAF-induced, GFP fluorescence overnight; 360,000 tested, 0.86% active; inhibition, % at 5 µM;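 active = at least 50% inhibition at 5 µM, scaled per plate between neutral and stimulator controls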;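 also: PAF is a Pseudomonas aeruginosa culture filtrate used as stimulus; plate controls were PAF-stimulated DMSO wells for no effect and unstimulated DMSO wells for full effect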
HIF-2a inh: inhibitors of HIF-2a; 786-0 RCC cells HIF-2a reporter, luciferase luminescence, overnight; inhibition, % at 18.8 µM; 360,000 tested, 0.72% active;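 active = inhibition of the luminescence signal of 40% or more relative to plate controls, in a single-dose primary screen at 18.75 µM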
KKLEB cytotox: reduces viability of KKLEB cystic fibrosis airway cells; activity change (cytotoxicity), % at 5 µM; 360,000 tested, 0.36% active; AID 602141; KKLEB CF airway cells viability, ATPlite luminescence, overnight; active compounds read low; cells stimulated with P. aeruginosa culture filtrate;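 active = corrected activity change at or below -50% at 5 µM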
TRPM1 prom inh: MITF TRPM1 promoter inhibition in SK-MEL-5 cells; 330,000 tested, 0.83% active; AID 488899; SK-MEL-5 TRPM1 promoter luciferase, 24 h; inhibition, % at 12.5 µM;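 active = mean inhibition across replicates of 60% or more, whatever share of single replicates reaches that level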; also: values of inactives mirror those of a sister screen read the other way
Peg3 promoter: inhibitors of Peg3 promoter | AID 588405 | inhibition, % at 20 µM | 360,000 tested, 1.7% active | HeLa PEG-Prom luciferase reporter, luminescence, overnight;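 active = inhibition of at least 50% at 20 µM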
* = called active by the depositor; nt = not tested or not shown. No enrichment for hits. Share with any hit: about 3.3%.

SMILES	Shn3 inh set2	Vif imaging	NR2E3 ag-1	CaV13 ICDI inh	PDI turbidity	NR2E3 ag-2	CF NFkB block	HIF-2a inh	KKLEB cytotox	TRPM1 prom inh	Peg3 promoter
COc1ccc(-c2cc(=O)c3ccccc3[nH]2)cc1	5	-1	-8	-10	1	-1	21	-76	4	-2	-69
CCCOC(=O)c1c(NC(=O)CSc2nc(-c3ccco3)cc(C(F)(F)F)n2)sc(C(=O)OC)c1C	-5	1	-27	-7	-3	3	9	22	8	6	6
O=C(Cc1ccc(F)cc1)Nc1ccc(F)c([N+](=O)[O-])c1	10	2	-31	-4	6	-1	7	13	-8	10	-2
CCN(CC)S(=O)(=O)c1ccc(C(=O)NCc2ccc3c(c2)OCO3)cc1	-1	-3	7	7	10	1	22	13	-3	7	10
Cc1ccc(-c2csc(=S)[nH]2)cc1	-36	0	-100	-16	0	1	-20	-158	-2	-70	-142
CN(C(=O)c1ccc(N2CCCCC2)c([N+](=O)[O-])c1)C1CCS(=O)(=O)C1 (configuration not stated)	5	-3	-13	-6	-3	nt	-2	-11	16	-4	3
CC1CCCCN1CCNC(=O)C1CC(=O)N(c2ccc(F)c(Cl)c2)C1 (configuration not stated)	10	5	-8	nt	-2	0	7	19	5	0	24
COc1cc2c(cc1NC(=O)CSCC(=O)O)oc1ccccc12	5	nt	18	nt	-7	0	8	11	5	25	2
O=C(N/N=C\c1ccc2c(c1)OCO2)c1ccc(Cn2cc(Br)c([N+](=O)[O-])n2)o1	-2	0	-11	-5	-14	2	-20	6	10	5	-2
Cc1cccc(CN2CCC(C(N)=O)CC2)c1	3	13	-13	-9	1	-1	-2	19	0	1	1
CC(C)(C)NC(=O)Cc1ccc(Cl)c(Cl)c1	9	2	12	-3	-1	1	7	3	-11	3	-3
COc1ccc(S(=O)(=O)Nc2cccc3c2O[C@H](CN(C)Cc2ccccc2)[C@@H](C)CN([C@H](C)CO)C3=O)cc1	13	-1	11	-5	-22	nt	12	4	-9	-4	8
CC(OC(=O)[C@@H](NC(=O)OCc1ccccc1)C(C)C)C(=O)Nc1ccc(N2CCOCC2)cc1 (some centres not stated)	19	1	-17	-7	2	nt	-2	-9	21	-1	-22
O=C(CN1C(=O)S/C(=C\c2cccc(Cl)c2)C1=O)NCCCn1ccnc1	5	-12	-11	-15	-5	1	-18	8	7	-16	-14
Cc1cc(-n2ccc(=O)[nH]c2=O)nc(-c2ccccc2)n1	9	0	2	-6	-3	4	0	-17	-13	-6	-33
CC(C)(C)n1nnnc1C(c1ccccc1)N1CCc2ccccc2C1 (configuration not stated)	-12	4	-41	nt	-8	-2	-7	27	6	-10	39
COc1cccc(C(=O)N2CCC(n3nccc3NC(=O)CCOc3ccccc3)CC2)c1	6	-1	-28	-7	4	-2	7	-48	-7	-8	-46
O=C(CCOc1ccccc1)N1CCCC(Nc2ccccc2)C1 (configuration not stated)	7	8	22	-15	-1	nt	4	4	5	nt	4
O=C(CCC(=O)Nc1ccc(F)cc1)N/N=C/c1ccc(F)cc1	15	-9	-8	-2	-36	-4	4	13	-12	-9	6
O=C(CC1C(=O)NCCN1C/C=C/c1ccccc1)NCCc1cnccn1 (configuration not stated)	-7	-2	-17	nt	-3	2	1	14	4	0	5
CCN1/C(=C/c2ccc3cccc(C)c3[n+]2CC)Sc2ccccc21	51	nt	86*	-16	5	-6	-89	11	-38	72*	56*
O=C(CC1C=Cc2ccccc2N1C(=O)c1ccccc1)c1ccccc1 (configuration not stated)	16	-6	-12	-2	-10	-2	-9	5	2	5	28
COc1ccc(NC(=O)CSc2nncs2)cc1OC	5	0	-4	-5	-13	-2	-3	16	2	-2	-1
COc1cccc(/C=C2/CN(C)CC3=C2OC(N)=C(C#N)C3c2cccc(OC)c2)c1 (configuration not stated)	1	7	-4	-3	-7	-2	1	22	7	14	13
COc1ccc(OCC(O)Cn2c(=N)n(CCN3CCCCC3)c3ccccc32)cc1 (configuration not stated)	56	8	-42	-4	13	-1	7	22	-12	-14	16
Cc1ccc(S(=O)(=O)N2CCCC2C(=O)O)cc1 (configuration not stated)	-2	-8	-4	nt	-6	4	-7	3	-6	2	9
COc1ccc2c(c1)[nH]c1c(=O)n(/N=C/c3ccc(OC)c(CN4CCCCC4)c3)cnc12	-4	3	9	2	2	0	0	-15	3	-3	-24
Cc1ccc(CC(=O)NCc2ccc3c(c2)OCO3)cc1	-13	16	-24	-5	-5	-3	-4	-50	-8	-13	-33
CCc1ccc(CNC(=O)CCC(=O)n2ncc3cc(C)ccc32)cc1	-9	6	26	-6	nt	-3	-6	14	11	nt	0
CC(=O)c1sc(-c2ccccc2)cc1NS(=O)(=O)c1ccccc1	-96	-6	-7	-5	1	0	5	9	-2	4	19

An excerpt from above in order of their number in CF NFkB block, smallest number first:
| SMILES | Shn3 inh set2 | Vif imaging | NR2E3 ag-1 | CaV13 ICDI inh | PDI turbidity | NR2E3 ag-2 | CF NFkB block | HIF-2a inh | TRPM1 prom inh | Peg3 promoter |
| --- | --- | --- | --- | --- | --- | --- | --- | --- | --- | --- |
| O=C(N/N=C\c1ccc2c(c1)OCO2)c1ccc(Cn2cc(Br)c([N+](=O)[O-])n2)o1 | -2 | 0 | -11 | -5 | -14 | 2 | -20 | 6 | 5 | -2 |
| COc1cccc(/C=C2/CN(C)CC3=C2OC(N)=C(C#N)C3c2cccc(OC)c2)c1 (configuration not stated) | 1 | 7 | -4 | -3 | -7 | -2 | 1 | 22 | 14 | 13 |
| CC(=O)c1sc(-c2ccccc2)cc1NS(=O)(=O)c1ccccc1 | -96 | -6 | -7 | -5 | 1 | 0 | 5 | 9 | 4 | 19 |

Remaining list, next part
SMILES	Shn3 inh set2	Vif imaging	NR2E3 ag-1	CaV13 ICDI inh	PDI turbidity	NR2E3 ag-2	CF NFkB block	HIF-2a inh	KKLEB cytotox	TRPM1 prom inh	Peg3 promoter
CC(=O)Nc1ccc(Oc2cnccn2)cc1	7	-4	13	-5	5	-1	3	9	0	-5	2
C=CCSc1nnc2c(n1)OC(c1c(C)[nH]n(-c3ccccc3)c1=O)Nc1ccccc1-2 (configuration not stated)	-6	-2	-17	-5	-6	-6	-4	-16	6	14	8
O=C1CNC(=S)N1CCCc1ccccc1	6	1	-11	nt	-3	3	18	1	2	-12	20
CCOc1ccccc1N1C(=O)CC(N(O)c2ccccc2)C1=O (configuration not stated)	-6	2	-24	-7	16	1	-18	17	7	nt	14
CCCCCC1CCC(C(=O)NCCN2CCOCC2)CC1 (configuration not stated)	2	0	-26	-6	6	1	-11	18	-4	-1	-8
Nc1c2c(=O)oc(-c3ccccc3)cc2nn1-c1ccccc1	6	-6	-116	-4	-4	4	6	-304	-2	-62	-268
COc1ccc(-c2ccnc3nc(N4CCN(c5ccccc5)CC4)nn23)cc1	4	9	0	-4	-1	-2	-5	10	9	3	22
Cc1ccc(CN2CCN(C3CCCC3)C(CCO)C2)s1 (configuration not stated)	7	-3	-38	7	0	4	12	7	0	-9	-2
COc1cc(C2NC(=S)NC(C)=C2C(=O)c2ccccc2)ccc1O (configuration not stated)	-10	3	2	-14	-3	-3	12	6	-4	0	16
CN1C(=O)C(=O)/C(=C(/O)c2ccc(Br)cc2)C1c1cccc([N+](=O)[O-])c1 (configuration not stated)	8	9	3	-21	-3	3	-8	10	3	-3	3
O=[N+]([O-])c1cccc(C2=NCCS2)c1	-9	2	-17	-19	17	-2	-7	7	8	12	-4
Cc1nc2nc3c(cn2n1)C(=O)CC(c1ccccc1)C3 (configuration not stated)	-13	-3	-30	-8	-1	nt	2	12	-4	-5	4
CN(C)C(=O)N1CCNCC1	-6	-6	-11	-6	-1	6	10	11	-8	nt	6
CSc1ccccc1OCc1cc(C(=O)NCCN2CCCc3ccccc32)no1	-10	-4	-32	-7	11	0	3	-40	-13	-4	8
CCOc1ccc(CN2CCNC(=O)C2CC(=O)NCc2csc(C(C)C)n2)cc1 (configuration not stated)	3	2	7	-6	16	nt	-12	3	18	13	7
Cc1ccc(Oc2nc3ccccn3c(=O)c2/C=C(\C#N)C(=O)Nc2c(C)n(C)n(-c3ccccc3)c2=O)c(C)c1	7	4	-24	7	-5	2	9	5	-4	11	5
CCOC1(OCC)C(c2ccc(Cl)cc2)C(C#N)(C#N)C1(OCC)OCC (configuration not stated)	-3	nt	-21	-9	0	1	27	33	-14	24	14
O=C(O)C1(O)C[C@@H](O)C(O)[C@H](O)C1 (some centres not stated)	85	-2	-11	-6	-9	nt	1	3	7	-9	-7
COCCn1cnc2c(c1=O)c1nc3ccccc3nc1n2/N=C/c1ccc(OC)c(OC)c1	16	0	-18	-5	-4	2	-8	-28	2	7	-26
CC(=O)Nc1ccc(S(=O)(=O)N[C@@H](C)C(=O)N(C)Cc2cccs2)cc1	-17	-5	-24	-5	-1	-2	16	6	-8	6	-182

Full records, looked up by structure. Screens in order: Shn3 inh set2 | Vif imaging | NR2E3 ag-1 | CaV13 ICDI inh | PDI turbidity | NR2E3 ag-2 | CF NFkB block | HIF-2a inh | KKLEB cytotox | TRPM1 prom inh | Peg3 promoter
O=[N+]([O-])c1cccc(C2=NCCS2)c1 across the screens: -9 | 2 | -17 | -19 | 17 | -2 | -7 | 7 | 8 | 12 | -4
CC(=O)Nc1ccc(S(=O)(=O)N[C@@H](C)C(=O)N(C)Cc2cccs2)cc1 across the screens: -17 | -5 | -24 | -5 | -1 | -2 | 16 | 6 | -8 | 6 | -182
Cc1ccc(Oc2nc3ccccn3c(=O)c2/C=C(\C#N)C(=O)Nc2c(C)n(C)n(-c3ccccc3)c2=O)c(C)c1 across the screens: 7 | 4 | -24 | 7 | -5 | 2 | 9 | 5 | -4 | 11 | 5
CCOc1ccc(CN2CCNC(=O)C2CC(=O)NCc2csc(C(C)C)n2)cc1 (configuration not stated) across the screens: 3 | 2 | 7 | -6 | 16 | nt | -12 | 3 | 18 | 13 | 7
CN(C)C(=O)N1CCNCC1 across the screens: -6 | -6 | -11 | -6 | -1 | 6 | 10 | 11 | -8 | nt | 6
